Screens from PubChem.
IDH1 R132H inh: inhibitors of human mutant IDH1 R132H | Potency, µM (series often up to 76.6 µM), inactives show at the top dose activity change, negative = inhibition, most hits filed as inhibitors | actives 0.093% (n = 390,000) | O75874 | IDH1-R132H enzyme, NADPH consumption, diaphorase/resazurin fluorescence; note: potency is the fitted concentration of half-maximal effect; % is set by controls: 0 for no effect and ±100 for the full control effect; nearly all actives have a fitted effect of over 65% in size
Target sequence (O75874 whole entry R132H, stated change not applied): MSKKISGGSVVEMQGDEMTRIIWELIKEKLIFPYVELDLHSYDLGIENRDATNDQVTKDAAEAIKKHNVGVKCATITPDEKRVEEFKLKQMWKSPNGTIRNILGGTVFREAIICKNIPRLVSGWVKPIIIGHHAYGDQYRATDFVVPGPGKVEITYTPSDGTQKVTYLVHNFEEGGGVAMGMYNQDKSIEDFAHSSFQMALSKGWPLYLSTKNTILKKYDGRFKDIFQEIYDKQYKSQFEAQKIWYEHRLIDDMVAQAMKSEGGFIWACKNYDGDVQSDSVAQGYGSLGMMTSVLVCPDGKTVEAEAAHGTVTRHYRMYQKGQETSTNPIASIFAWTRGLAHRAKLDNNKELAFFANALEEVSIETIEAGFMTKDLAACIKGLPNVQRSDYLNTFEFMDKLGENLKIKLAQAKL
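IDH1-R132H (0.5 ug/mL) preincubated 30 min with compound, then NADPH (0.016 mM) and alpha-KG (2 mM) added; 80 min at RT, pH 7.5. Remaining NADPH coupled via diaphorase/resazurin to fluorescence (540/590 nm); concentration-response curves normalized to no-enzyme control.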
Pin1 inhibitor: blocks the human prolyl isomerase Pin1; Pin1 FP peptide displacement, HiFluor488, 10 min; Potency, µM (doses to about 115 µM), for inactives: at the top dose activity, negative = inhibition, usual class: inhibitors; Q13526; actives 0.009% (n = 390,000); active = well fitted inhibition curve with a large enough effect in the polarisation, with a control signal flat, not every such curve was filed as active; inconclusive = small, poorly fitted or top-dose-only effect, or effect the other way, or a change in a side signal; inactive = no such curve, though single readings can be large or run the other way; the % refers to the polarisation; note: potency is the fitted concentration of half-maximal effect; % is set by controls: 0 for no effect and ±100 for the full control effect
Tb PGK inh: T. brucei PGK inhibition; PGK/GAPDH coupled, Kinase-Glo luminescence, 60 min; P07378; Potency, µM (titrated, usually from 57.5 µM), for inactives: at the top dose activity change, negative = inhibition, most hits filed as inhibitors; actives 0.043% (n = 380,000); AID 602233; note: potency is the fitted concentration of half-maximal effect; % is set by controls: 0 for no effect and ±100 for the full control effect; nearly all actives have a fitted effect of over 60% in size
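Recombinant glycosomal PGK reaction used 1,3-bisphosphoglycerate generated in-well by GAPDH (100nM final) in 100mM TEA pH 7.6, 5mM MgCl2, 0.01% Tween-20. After 60 minutes at room temperature, ATP was read by Kinase-Glo Plus luminescence end-point.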
TrxR1 substrate: substrates of rat thioredoxin reductase 1; actives 0.01% (n = 390,000); O89049; Potency, µM (titrated, usually from 114 µM), inactives show top-dose activity change, negative = substrate turnover; purified TrxR1 substrate turnover, NADPH consumption readout; AID 588456; note: potency is the fitted concentration of half-maximal effect; % is set by controls: 0 for no effect and ±100 for the full control effect; nearly all actives have a fitted effect of over 50% in size
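Rat TrxR1, dispensed at 90 nM, was prereduced with 400 uM NADPH (final) for 5 min at ~22 deg C, then incubated with compound 15 min before 400 uM selenite. A first-read NADPH fluorescence drop versus no-compound background flagged substrates.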
GLS inh: blocks human kidney-isoform glutaminase activity; O94925; GLS enzymatic activity, qHTS titration; Potency, µM (highest dose often 45.5 µM), inactives show top-dose activity change, negative = inhibition, actives largely listed as inhibitors; actives 0.21% (n = 410,000); note: potency is the fitted concentration of half-maximal effect; % is set by controls: 0 for no effect and ±100 for the full control effect
Target sequence (O94925 whole entry, looked up, canonical isoform): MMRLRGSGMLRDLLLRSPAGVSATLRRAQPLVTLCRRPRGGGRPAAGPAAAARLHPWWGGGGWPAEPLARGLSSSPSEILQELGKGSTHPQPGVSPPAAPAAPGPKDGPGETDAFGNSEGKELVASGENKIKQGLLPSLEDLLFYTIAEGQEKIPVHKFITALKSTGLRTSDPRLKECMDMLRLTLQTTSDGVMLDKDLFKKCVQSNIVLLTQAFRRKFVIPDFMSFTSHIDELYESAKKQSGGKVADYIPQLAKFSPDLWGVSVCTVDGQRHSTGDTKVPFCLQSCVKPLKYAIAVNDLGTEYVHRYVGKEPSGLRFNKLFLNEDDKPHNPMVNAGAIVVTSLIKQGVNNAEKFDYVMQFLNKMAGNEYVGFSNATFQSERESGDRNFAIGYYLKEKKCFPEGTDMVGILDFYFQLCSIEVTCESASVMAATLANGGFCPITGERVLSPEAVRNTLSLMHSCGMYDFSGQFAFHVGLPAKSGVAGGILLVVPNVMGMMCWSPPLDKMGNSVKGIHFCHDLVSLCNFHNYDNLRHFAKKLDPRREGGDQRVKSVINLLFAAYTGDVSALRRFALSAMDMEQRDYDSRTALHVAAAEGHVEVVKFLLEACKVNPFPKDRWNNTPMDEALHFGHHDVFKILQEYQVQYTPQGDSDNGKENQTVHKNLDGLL
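Coupled fluorescence readout: glutamate oxidase/HRP/Amplex Red detect glutamate formed by hKGA from L-glutamine (1 mM solution added). Buffer 45 mM KH2PO4 pH 8.2, 0.02% Tween-20; reads at t0 and 30 min RT.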
TrxR1 inh: blocks rat thioredoxin reductase 1 | O89049 | recombinant rTrxR1, NADPH fluorescence consumption, selenite substrate | Potency, µM (highest dose often 114 µM), for the others: at the top dose activity change, negative = inhibition, usual class: inhibitors | actives 1% (n = 390,000) | AID 588453; note: potency is the fitted concentration of half-maximal effect; % is set by controls: 0 for no effect and ±100 for the full control effect; nearly all actives have a fitted effect of over 65% in size
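Rat TrxR1 (90 nM in the dispensed reagent) was pre-reduced with 400 uM NADPH for 5 min at room temperature, then incubated with compound for 15 min. After 400 uM selenite was added, NADPH fluorescence (Ex 340/Em 450 nm) was followed for 8 min.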
HP1b binding inh: inhibitors of HP1-beta chromodomain binding to methylated histone tails; P83916; AlphaScreen HP1-beta / biotin-H3K9me3 peptide binding; Potency, µM (series often up to 114 µM), for inactives: at the top dose activity change, negative = inhibition, actives largely listed as inhibitors; actives 0.56% (n = 390,000); AID 540317; note: potency is the fitted concentration of half-maximal effect; nearly all actives have a fitted effect of over 70% in size; inactives centre near 23
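Compound inhibition of the preformed complex between 50 nM HP1-beta and 50 nM biotinylated H3K9me3 peptide was read by AlphaScreen. Buffer was PBS pH 7.4 with 0.01% Tween-20. Incubations ran 30 min at room temperature, with 10 ug/mL donor/acceptor beads.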
USP1-UAF1 inh: blocks the human USP1/UAF1 deubiquitinase complex. AID 743255. recombinant USP1/UAF1, Ub-Rhodamine cleavage fluorescence. actives 0.23% (n = 390,000). Potency, µM (doses to about 57.1 µM), for inactives: at the top dose activity change, negative = inhibition, usual class: inhibitors; note: potency is the fitted concentration of half-maximal effect; % is set by controls: 0 for no effect and ±100 for the full control effect; nearly all actives have a fitted effect of over 60% in size; inactives centre near -12
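USP1/UAF1 complex (1 nM) preincubated 15 min at room temperature with compound, then Ub-Rho substrate (150 nM final) added. Kinetic fluorescence at 480/540 nm over 6 reads at 60 s intervals; 50 mM HEPES pH 7.8, 0.5 mM EDTA, 0.1 mg/ml BSA, 1 mM TCEP, 0.01% Tween-20.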
PI4K2A block: PI4K2A (human) kinase inhibition; Q9BTU6; purified PI4K2A, ADP-Glo luminescence, 1 h; stronger effect = lower value; activity change, negative = inhibition, % at 76.9 µM; actives 0.13% (n = 420,000); AID 1346378; in the data active = activity change below about -50%; inconclusive = mostly about -30% to -49%;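 note: -100% = wells without enzyme as full effect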
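Compounds are screened against recombinant PI4K2A using PI as substrate and ATP, the latter dispensed at 300 microM. Reactions run one hour at ambient temperature before ADP-Glo detection; full inhibition defined by wells lacking enzyme.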
Active calls of the source: *; i = inactive; ? = inconclusive; [ ] = dose if it differs, or a comment. Unless noted, calls come from the whole dose curve; as a rule, active = well fitted curve in the direction sought with a large enough effect; inconclusive = small, poorly fitted or top-dose-only effect, or another doubt; inactive = no such curve, though single readings can be large; an effect the other way counts as inactive or inconclusive. These rows are one share of the data; count on the stated rates, not on these rows.

SMILES | IDH1 R132H inh | Pin1 inhibitor | Tb PGK inh | TrxR1 substrate | GLS inh | TrxR1 inh | HP1b binding inh | USP1-UAF1 inh | PI4K2A block
COC(=O)Cn1c(=O)c2c(nc3n2CCN3c2cccc(C)c2)n(C)c1=O | -13.0% | 0.0% | -3.6% | 5.0% | -2.0% | 28.4% | 23.8% | -20.0% | -6.0
CCCCCCc1cc2cc(-c3nnc(-c4cc(OC)c(OC)c(OC)c4)o3)c(=O)oc2cc1O | 0.0% | ? | -12.9% | -12.7% | -0.8% | -13.7% | 30.9% | 65.8%[activator] | 5.6
Cc1nn(C(=O)c2cccc([N+](=O)[O-])c2)c(C)c1Br | -7.6% | 0.0% | i | -3.4% | -1.1% | 11.3% | 39.2%[activator] | -11.7% | 2.6
Cn1c(=O)oc2cc(S(=O)(=O)NC(Cc3ccccc3)C(=O)NCc3ccc(F)cc3)ccc21 (centres undefined) | -14.1% | 15.6% | -0.4% | 9.5% | -2.1% | 26.7% | 29.2% | -3.8% | 0.0
CCCNC(=O)C1(CC2CC(c3ccccc3)=NO2)CCN(C(=O)C2CCCC2)CC1 (centres undefined) | 18.7% | -6.4% | 0.4% | 4.4% | -5.6% | 14.3% | 34.9% | -24.9% | 0.0
CC(=O)Nc1ccc(/C=N/NC(=O)c2cccc(S(=O)(=O)N3CCOCC3)c2)cc1 | 9.1% | 3.5% | -3.2% | -12.8% | -5.0% | -5.6% | 22.6% | -20.1% | -4.7
O=C(Nc1ccc(OC(F)(F)F)cc1)C1CC(c2ccc(F)cc2)=NO1 (centres undefined) | -0.4% | 6.1% | 4.2% | 2.0% | -4.3% | 27.3% | 91.2%[activator] | -23.1% | 0.5
CCOC(=O)C1CCCN(Cc2cc(Br)c(OC)cc2OC)C1 (centres undefined) | 1.4% | 1.6% | -12.2% | -1.8% | -7.4% | 7.7% | ? | -7.3% | 8.5
O=C(/C=C/c1ccc(-c2ccccc2[N+](=O)[O-])o1)c1ccccc1 | 0.3% | -7.0% | -9.2% | -11.1% | 1.0% | -34.3% | ? | ? | 3.4
CCCCCCN=CC1=C(O)CC(C)(C)CC1=O | -5.2% | 0.9% | 0.5% | -8.1%[57.1 µM] | 14.7% | -1.7%[57.1 µM] | 50.5% | 5.5% | 3.2
COc1ccccc1C1CC(=O)Oc2cc(OC)c(OC)c(OC)c21 (centres undefined) | 7.2% | 0.2% | -7.2% | 2.6% | 7.8% | 9.9% | 37.7% | -25.3% | 0.0
Cc1[nH]c(=O)cc2ccccc12 | 3.3% | -2.1% | i | 9.4% | -1.5% | 11.7%[57.1 µM] | 54.1%[activator] | -25.6% | 2.4
COc1ccccc1NC(=O)CSc1ccc(-c2ccco2)nn1 | 7.3% | -9.3% | -4.2% | -6.7% | 2.6% | 50.1µM* | 20.6% | -20.7% | 0.2
CS(=O)(=O)N1CCN(c2ccc(NC(=O)C(c3ccccc3)c3ccccc3)cc2)CC1 | 9.5% | -0.4% | -1.2% | 2.0% | 6.2% | 18.6% | 0.9% | -10.1% | -1.7
Cc1cc(NC(=O)CSCCO)no1 | -2.9% | 7.2% | 3.9% | 0.0% | -1.0% | -9.7% | 24.5% | -17.4% | 0.0
O=C(COC(=O)c1cc([N+](=O)[O-])ccc1NCCO)NCc1cccs1 | 0.3% | -0.6% | -6.1% | 2.9% | 1.2% | 11.5% | 26.5% | -13.0% | -2.1
Cc1nnc2n(-c3ccccc3)c(=O)c3c4c(sc3n12)CCCC4 | 0.0% | 0.8% | -2.8% | 3.3% | -10.3% | 1.5% | 23.4% | -12.3% | 0.5
Cc1ccccc1CNC(=O)c1oc2c(c1C)-c1nn(Cc3ccc(Cl)cc3)cc1CC2 | -11.5% | -1.7% | i | -0.7% | -7.0% | 23.1% | 8.7% | -18.0% | -1.9
CCOC(=O)Nc1ccc2c(c1)N(C(=O)CN1CCN(CCO)CC1)c1ccccc1CC2 | -2.9% | -2.0% | -8.7% | 1.8% | 5.6% | 16.9% | 26.3% | -11.5% | -5.7
Cc1ccc(C(=O)NCc2ccncc2)cc1S(=O)(=O)N1CCCCC1 | -8.1% | -1.7% | -1.1% | 3.6% | 5.0% | 11.7% | 18.0% | -13.2% | 3.0
COc1ccc(OCCN(C)C(=O)c2cccc(S(=O)(=O)N(C)c3ccccc3)c2)cc1 | 3.0% | -2.4% | -7.0% | -8.2% | 1.0% | -7.9% | 4.7% | -12.8% | -1.0
COc1ccc(S(=O)(=O)c2c(O)c3ccc(C(=O)NCc4ccccc4)cc3[nH]c2=O)cc1 | 24.7% | -9.3% | i | -6.8% | 8.3% | 4.1% | 24.5% | -7.3% | -1.2
CC1CCCCN1CCNC(=O)c1ccc2c(c1)N(Cc1cccc(Cl)c1)C(=O)c1ccccc1S2=O (centres undefined) | -3.6% | -0.4% | -1.0% | 6.0% | 2.5% | 14.6% | 43.3%[activator] | -2.6% | -2.3
NC(=O)c1c(-c2cccs2)csc1N | 1.5% | -4.0% | 0.7% | 0.1% | 5.1% | 0.9% | -12.3% | -23.3% | -13.9
Cc1ccccc1NC(=O)CSc1nnc(COc2ccc(Cl)cc2)o1 | 33.6% | 12.4% | -0.5% | -2.1% | 1.5% | 16.0% | 7.7% | -8.5% | -1.6

More compounds follow:
SMILES | IDH1 R132H inh | Pin1 inhibitor | Tb PGK inh | TrxR1 substrate | GLS inh | TrxR1 inh | HP1b binding inh | USP1-UAF1 inh | PI4K2A block
NC1=NC[C@@H](Cc2ccc(O)cc2)N1CCC12CC3CC(CC(C3)C1)C2 | -0.4% | 0.9% | i | -2.5%[57.1 µM] | 2.5% | -3.1%[57.1 µM] | 17.3% | -15.9% | -3.9
C/C(=N\NC(=O)c1cc(C)nc2ccccc12)c1ccco1 | 1.1% | -0.7% | -2.6% | 4.0%[57.1 µM] | -6.2% | 13.2%[57.1 µM] | 27.3% | -8.7% | 4.9
O=C(Cn1cc(S(=O)(=O)Cc2cccc(F)c2)c2ccccc21)N1CCOCC1 | 0.7% | -2.6% | 1.3% | -4.2% | 0.0% | 0.7% | 41.4%[activator] | -6.0% | 0.6
O=C(C1CCOCC1)N1CCCC(N2CCN(c3cccc(C(F)(F)F)c3)CC2)C1 (centres undefined) | 1.2% | -18.8% | -10.4% | -0.5% | 2.0% | 20.0% | 43.4%[activator] | -12.2% | 0.5
O=C(Nc1ccc(F)cc1)C1CCCN1S(=O)(=O)c1cccc2nsnc12 (centres undefined) | -4.6% | -2.5% | -8.8% | -1.1% | 0.6% | 6.8% | 27.1% | -21.5% | 0.8
Cc1ccc(C(=O)OCC(=O)Nc2cc(S(=O)(=O)N3CCOCC3)ccc2C)cc1 | -4.8% | ? | -13.2% | -3.6% | -2.2% | 12.3% | 32.2% | -19.7% | 2.8
CCCSc1ccc([C@@H]2[C@@H]3C(=O)N(C)C(=O)[C@@H]3[C@]3(C(=O)OC)CCCCN23)cc1OC | ? | 0.6% | -8.3% | -6.7% | -2.9% | -6.6% | 26.2% | -12.6% | -1.9
COc1ccc(CNC(=O)CC2N=C3c4ccccc4N=C(SCC(=O)Nc4ccc(C(C)C)cc4)N3C2=O)cc1 (centres undefined) | 6.0% | 17.1% | -0.4% | 4.9%[57.1 µM] | -7.1% | 32.0%[57.1 µM] | 17.1% | -7.4% | 1.5
COc1ccc(-c2ccc(CCC(=O)O)n2-c2ccccc2OC)cc1 | -9.4% | 5.1% | -7.0% | 6.0% | 15.6% | ? | 18.2% | -15.3% | 1.6
COc1ccc(-c2cc(-c3cc(C)ccc3O)[nH]n2)cc1 | 0.0% | -4.0% | -4.9% | -5.1% | 0.0% | 6.5% | -7.7% | -26.2% | 5.0
O=C(O)Cn1cnc2c(=S)nc[nH]c21 | -2.6% | -8.1% | 4.4% | -0.2% | -11.9% | -21.0% | 1.1% | -16.8% | 2.3
COc1cccc(-c2cc(C(=O)NCCCN3CCOCC3)no2)c1 | 4.2% | 2.0% | -4.6% | 7.5%[57.1 µM] | 3.1% | 4.3%[57.1 µM] | 29.9% | -9.0% | -24.9
C=CCC(CC=C)(NC(=O)c1cccc(C)c1)c1ccccc1 | 7.3% | -1.5% | i | 2.4% | 6.4% | 3.9% | 40.3%[activator] | -4.5% | -1.9

Retrieved one by one from above, 4 records:
SMILES | IDH1 R132H inh | Pin1 inhibitor | Tb PGK inh | TrxR1 substrate | GLS inh | TrxR1 inh | HP1b binding inh | USP1-UAF1 inh | PI4K2A block
O=C(Nc1ccc(F)cc1)C1CCCN1S(=O)(=O)c1cccc2nsnc12 (centres undefined) | -4.6% | -2.5% | -8.8% | -1.1% | 0.6% | 6.8% | 27.1% | -21.5% | 0.8
CCCSc1ccc([C@@H]2[C@@H]3C(=O)N(C)C(=O)[C@@H]3[C@]3(C(=O)OC)CCCCN23)cc1OC | ? | 0.6% | -8.3% | -6.7% | -2.9% | -6.6% | 26.2% | -12.6% | -1.9
NC1=NC[C@@H](Cc2ccc(O)cc2)N1CCC12CC3CC(CC(C3)C1)C2 | -0.4% | 0.9% | i | -2.5%[57.1 µM] | 2.5% | -3.1%[57.1 µM] | 17.3% | -15.9% | -3.9
C=CCC(CC=C)(NC(=O)c1cccc(C)c1)c1ccccc1 | 7.3% | -1.5% | i | 2.4% | 6.4% | 3.9% | 40.3%[activator] | -4.5% | -1.9
